Source: PubChem
CCHF vOTU inh: CCHFV vOTU protease inhibition; AID 651958; 370,000 compounds, 0.55% hits; inhibition, % at 11.5 µM; Pep-AMC fluorescence; in the data active = inhibition above about 30%; also: 0% = vehicle wells with enzyme and 100% = no enzyme wells
Yp Topo-I inh: inhibitors of Yersinia pestis topoisomerase I; AID 504884; Y. pestis Topo-I cleavage product accumulation, plate reader; 360,000 compounds, 0.064% hits; activity, % at 10 µM; in the data active = activity above about 50%, passing the limit was not always enough; inconclusive = no clear call, values can overlap the other calls; also: inactives centre near 2
PrPC surface inh: reduces human prion protein on the cell surface | cell surface PrPC, TR-FRET read-out | inhibition, % at 13.8 µM | P04156 | 370,000 compounds, 0.43% hits; in the data active = inhibition above about 24%; also: 0% = median of the test wells and 100% = reference compound wells
BoNT-A LC inh2: BoNT A light chain protease inhibition; multiplex microsphere protease substrate cleavage, flow cytometry; inhibition, % at 10 µM; 360,000 compounds, 0.17% hits; also: plate controls were buffer without enzyme for full effect and enzyme alone for no effect
BoNT-F LC inh: blocks Botulinum neurotoxin F light chain protease; Multiplex microsphere protease cleavage assay, flow cytometry; inhibition, % at 10 µM; 360,000 compounds, 0.22% hits; in the data active = inhibition above about 35%, passing the limit was not always enough; inconclusive = no clear call, values can overlap the other calls; also: plate controls were buffer without enzyme for full effect and enzyme alone for no effect
PfHsp40 yeast: compounds rescuing yeast from Plasmodium falciparum HSP40 toxicity; AID 504582; S. cerevisiae expressing PfHsp40, growth rescue, ATP luminescence; growth rescue, % at 12.5 µM; 340,000 compounds, 0.68% hits; in the data active = growth rescue above about 28%, passing the limit was not always enough; inconclusive = no clear call, values can overlap the other calls;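 also: yeast W303a lacking pdr1 and pdr3 grown in galactose medium; growth measured after three days at 30 °C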
Anthrax LF prot: anthrax lethal factor protease inhibition. P15917. multiplex microsphere protease cleavage assay, LF. inhibition, % at 10 µM. 360,000 compounds, 0.12% hits. AID 588501; also: plate controls were buffer without enzyme for full effect and enzyme alone for no effect
Target sequence (P15917 whole entry, looked up): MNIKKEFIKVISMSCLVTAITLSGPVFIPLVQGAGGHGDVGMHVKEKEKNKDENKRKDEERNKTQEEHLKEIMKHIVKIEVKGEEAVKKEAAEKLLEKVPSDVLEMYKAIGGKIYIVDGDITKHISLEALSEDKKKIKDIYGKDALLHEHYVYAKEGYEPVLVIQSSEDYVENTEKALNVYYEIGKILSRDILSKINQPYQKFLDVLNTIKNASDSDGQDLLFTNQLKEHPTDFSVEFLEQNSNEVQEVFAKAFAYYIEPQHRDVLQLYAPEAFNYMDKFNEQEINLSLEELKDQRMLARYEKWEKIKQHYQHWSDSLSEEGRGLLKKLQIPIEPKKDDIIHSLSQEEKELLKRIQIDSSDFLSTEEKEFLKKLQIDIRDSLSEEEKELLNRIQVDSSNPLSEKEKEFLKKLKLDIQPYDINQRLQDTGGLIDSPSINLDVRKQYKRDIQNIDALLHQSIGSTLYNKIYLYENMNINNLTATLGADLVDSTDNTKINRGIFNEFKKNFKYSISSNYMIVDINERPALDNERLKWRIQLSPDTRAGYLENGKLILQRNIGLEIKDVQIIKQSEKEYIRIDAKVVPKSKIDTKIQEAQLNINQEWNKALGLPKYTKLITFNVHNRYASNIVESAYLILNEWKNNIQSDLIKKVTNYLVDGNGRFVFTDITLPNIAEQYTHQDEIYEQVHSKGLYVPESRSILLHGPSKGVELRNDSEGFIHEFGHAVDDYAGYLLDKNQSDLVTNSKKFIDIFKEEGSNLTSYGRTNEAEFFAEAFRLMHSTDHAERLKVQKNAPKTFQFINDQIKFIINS
FadD28 binding: M. tuberculosis FadD28 bisubstrate binding inhibition. FadD28 bisubstrate probe binding, fluorescence polarization. inhibition, % at 12.5 µM. 360,000 compounds, 0.22% hits; in the data active = inhibition above about 8.5%, passing the limit was not always enough; inconclusive = no clear call, values can overlap the other calls
TcdB GH inh: TcdB glycohydrolase inhibition. inhibition, % at 9.99 µM. AID 652162. TcdB glycohydrolase enzymatic assay, plate reader. P18177. 350,000 compounds, 0.24% hits; in the data active = inhibition above about 10%
* = called active by the depositor; ? = inconclusive; · = no result given. Rule as the data show it, unless noted: active = inhibition above about 30%; inconclusive = no clear call, values can overlap the other calls; inactive = below that.

SMILES	CCHF vOTU inh	Yp Topo-I inh	PrPC surface inh	BoNT-A LC inh2	BoNT-F LC inh	PfHsp40 yeast	Anthrax LF prot	FadD28 binding	TcdB GH inh
Cn1nc(C(=O)Nc2nc3ccccc3[nH]2)c2ccccc2c1=O	-8	2	-1	0.6	-15	0.7	2	0.4	·
CCN(CC)S(=O)(=O)c1cc(NC(=O)CCNC(=O)c2ccco2)ccc1C	-5	-3	-1	4.6	-4	0.6	1	-0.3	2.2
COc1ccc(N2CC(C(=O)NCc3ccco3)CC2=O)cc1 (configuration not stated)	4	5	4	-0.2	-6	-0.4	-5	-4.0	0.1
Cc1cc(C)n2nc(N)c(N=Nc3ccc4c(c3)OCO4)c2n1	-4	-2	-1	-0.6	3	0.4	0	-1.5	·
CCOC(=O)CC(=O)c1[nH]c(C)c(C(=O)OCC)c1C	-1	1	8	-1.1	-8	-0.6	1	-1.7	1.8
CSc1oc(-c2ccco2)nc1S(=O)(=O)c1ccc(Br)cc1	9	6	-2	0.2	2	-0.5	4	-0.6	0.0
O=C(Nc1cccc(C(F)(F)F)c1)C1Cc2c(-c3ccc(Cl)cc3)ccnc2O1 (configuration not stated)	2	-3	-3	1.3	1	·	5	-0.4	-4.2
Cc1cc(N2CC(C(=O)NCc3cccs3)CC2=O)ccc1C(C)C (configuration not stated)	11	9	4	0.4	14	1.2	-2	-4.2	·
CC(C)CNC(=O)c1cccc(NC(=O)c2ccc(Cl)c([N+](=O)[O-])c2)c1	-8	-2	-29	-1.9	-12	-0.2	-2	-2.8	1.8
CCOC(=O)CC1=NS(=O)(=O)c2ccccc2N1	-7	-6	-2	2.7	13	-0.6	3	-0.6	·
CCN(C(=O)CSc1nc2ccccc2n1CC)C1CCS(=O)(=O)C1 (configuration not stated)	10	-2	-3	-0.1	-3	-1.1	0	0.4	4.9
COc1ccc(CNC(=O)CSc2nc(SC)ns2)cc1	-6	3	2	0.2	?	0.2	-9	0.1	-1.5
COc1ccc(NS(=O)(=O)CC(C)C)c(OC)c1	-1	-5	8	2.0	-12	-1.6	-2	-2.3	0.0
C=CCNC(=S)N1CCN(CCN=CC2=C(O)CC(c3cccs3)CC2=O)CC1 (configuration not stated)	-9	8	3	·	·	2.5	·	0.5	·
CN1CCN(C(=O)c2cc3sc4ccccc4c3s2)CC1	10	4	-6	-0.6	?	-0.4	-5	-3.5	1.5
COC(=O)CN1C2(C#N)CCCCC2CC2CCCCC21C#N (configuration not stated)	3	-2	8	0.6	18	-1.4	-1	-3.6	·
Cc1c(-n2c(=O)n(Cc3ccccc3)c(=O)c3[nH]cnc32)cccc1S(C)=O (configuration not stated)	6	-4	-1	-0.4	-3	1.2	-1	0.7	-0.3
O=C(C1=C[C@H](c2coc3ccccc3c2=O)C[C@H](OCCCCO)O1)N1CCN(Cc2ccc3c(c2)OCO3)CC1	3	24	2	0.1	2	-0.5	-3	-3.3	0.5
CCN1Cc2c(cc(OC)c(OC)c2OC)-c2ccccc2S1(=O)=O	11	1	7	0.1	-1	-0.8	0	-0.5	0.7
COc1ccc(-c2nc(CS(=O)CC(=O)NCCN3CCCCC3C)c(C)o2)cc1OC (configuration not stated)	3	2	-2	-2.0	-6	-1.3	-4	0.2	-1.0
CN(CC(=O)NC1CCN(Cc2ccccc2)CC1)S(=O)(=O)c1ccc(Cl)s1	1	-2	-2	-0.9	-2	0.1	-4	1.4	-5.0
O=C(CSc1nc2ccccc2o1)NC(=O)NCc1ccco1	14	27	6	2.0	1	-1.6	-6	0.6	·
Cn1c(/C(C#N)=C(\O)c2ccc([N+](=O)[O-])s2)nc2ccccc21	6	-8	-2	-1.1	-4	-1.2	0	-2.2	0.6
CCc1ccc(NC(=O)C2CCN(S(=O)(=O)c3c(C)noc3C)CC2)cc1	-2	6	14	0.1	0	1.4	-1	-2.4	2.1
CCOC(=O)C1(C)CCCN(C(=O)c2c(-c3ccccc3)noc2C)C1 (configuration not stated)	-2	-11	-1	-0.6	-6	·	2	-3.4	-0.4
Cc1ccc(OCC(=O)N(Cc2ccccc2)C2CCS(=O)(=O)C2)c([N+](=O)[O-])n1 (configuration not stated)	1	0	-16	-0.4	-4	0.7	1	-4.6	0.8
CC1=CC(=O)CC2C1(C)CCC(C)C2(C)CCC(C)CC(=O)O (configuration not stated)	-4	12	0	-0.2	-11	0.3	0	1.2	0.2
O=C(Nc1ccc(C(=O)N2CCCC2)cc1)c1cc(F)c(F)cc1Cl	12	9	-1	0.6	4	·	5	0.9	-0.2
Cc1ccc(C(=O)N2CCC3(CC2)NCCc2[nH]cnc23)cc1	13	-4	-5	2.2	6	1.1	1	1.7	1.3
O=C1CCC(C(=O)Nc2cccc(C(F)(F)F)c2)N1 (configuration not stated)	9	-4	-4	?	1	0.4	-4	-0.7	0.0
O=C(/C=C/c1ccc(Br)cc1)c1ccc(NC2=NCCCS2)cc1	16	9	2	1.4	-2	2.2	2	-3.5	0.1
O=C(CSc1nnc(-c2ccncc2)n1CCc1ccccc1)NCc1ccccc1	-9	6	-4	-0.6	3	1.3	-3	-3.7	·
CC1CCCC(NC(=O)COC(=O)c2cc3ccccc3oc2=O)C1C (configuration not stated)	17	26	3	-2.0	-6	0.6	-5	·	-5.4
Cn1c(SCc2ccccc2Cl)nc2ccccc21	4	21	-7	-1.1	-1	1.7	0	0.0	·
Cc1c(NS(=O)(=O)c2cccc(C(=O)NCc3ccccc3Cl)c2)c(=O)n(-c2ccccc2)n1C	4	2	-2	-0.4	-13	0.1	?	-0.8	-3.9
Cc1c(C#N)c2ncnc(-c3ccccc3)c2n1-c1ccccc1	-9	2	-4	-0.6	-4	-0.4	-2	0.9	·
CCOc1ccccc1OCC(=O)Nc1ccc(S(=O)(=O)Nc2ncccn2)cc1	8	15	-5	-0.6	-7	0.4	-3	-0.2	·
Cc1c(Cl)c([N+](=O)[O-])nn1Cc1ccc(C(=O)N/N=C\c2ccccn2)o1	7	-3	-1	-0.6	-2	-0.9	-3	-1.5	·
CCc1cccc(C)c1NC(=O)COC(=O)C1CCN(S(=O)(=O)c2ccccc2)CC1	-8	33	0	3.7	-3	0.8	3	-0.5	3.1
CCCCCOCC(O)CCC(=O)NN (configuration not stated)	1	4	12	0.6	3	-1.7	-1	-1.2	·
COc1cccc(/C=N/Nc2nn3cnnc3c3ccccc23)c1	8	1	-4	-1.3	13	-0.4	-4	-6.4	·
COc1ccc(NC(=S)Nc2cccc(S(=O)(=O)N3CCCCC3)c2)cc1	5	-3	10	0.7	9	1.2	0	-4.9	·
COC(=O)CN(C)C(=O)c1cccc(OC2CCN(S(=O)(=O)N(C)C)CC2)c1	-18	-2	9	3.9	?	-0.9	19	-2.3	0.1
Cc1ccc(/C=C2\SC(=S)N(CCC(=O)N3CCCCC3)C2=O)cc1	3	12	-6	-0.8	-17	0.1	5	1.0	0.8
Cc1ccc(C(=O)NC2CC(C)(C)NC(C)(C)C2)cc1Cl	1	-1	1	-6.6	?	-0.4	3	0.7	-0.9
CCC(C)C(NC=C1C(=O)OC(C)(C)OC1=O)C(=O)O (configuration not stated)	-12	-1	-4	0.9	9	-0.1	1	-2.0	·
c1ccc(CNc2nc(Oc3ccncc3)c3sccc3n2)cc1	-66	2	-7	0.2	0	·	0	-14	0.2
CCC1(CC)C(=O)NC(=O)NC1=Nc1ccccc1	3	5	-6	-0.4	0	-1.2	0	1.5	0.1
CN1CCc2nc(NC(=O)COc3ccc(C#N)cc3)sc2C1	-9	-9	-2	-0.7	-4	-0.1	-10	-6.0	0.4
COc1cc(NC(C)=O)c2ncccc2c1[N+](=O)[O-]	-6	-11	-4	-3.3	-40	1.1	-2	-0.5	0.0

Compound profiles, from the list above:
Shown for COC(=O)CN(C)C(=O)c1cccc(OC2CCN(S(=O)(=O)N(C)C)CC2)c1 : CCHF vOTU inh: -18; Yp Topo-I inh: -2; PrPC surface inh: 9; BoNT-A LC inh2: 3.9; BoNT-F LC inh: ?; PfHsp40 yeast: -0.9; Anthrax LF prot: 19; FadD28 binding: -2.3; TcdB GH inh: 0.1
Shown for CCC(C)C(NC=C1C(=O)OC(C)(C)OC1=O)C(=O)O (configuration not stated) : CCHF vOTU inh: -12; Yp Topo-I inh: -1; PrPC surface inh: -4; BoNT-A LC inh2: 0.9; BoNT-F LC inh: 9; PfHsp40 yeast: -0.1; Anthrax LF prot: 1; FadD28 binding: -2.0; TcdB GH inh: ·
Shown for Cc1ccc(/C=C2\SC(=S)N(CCC(=O)N3CCCCC3)C2=O)cc1 : CCHF vOTU inh: 3; Yp Topo-I inh: 12; PrPC surface inh: -6; BoNT-A LC inh2: -0.8; BoNT-F LC inh: -17; PfHsp40 yeast: 0.1; Anthrax LF prot: 5; FadD28 binding: 1.0; TcdB GH inh: 0.8

Further entries follow:
SMILES	CCHF vOTU inh	Yp Topo-I inh	PrPC surface inh	BoNT-A LC inh2	BoNT-F LC inh	PfHsp40 yeast	Anthrax LF prot	FadD28 binding	TcdB GH inh
CN(Cc1ccccc1)C(=O)c1cc(=O)[nH]c2ccccc12	-6	11	2	·	·	-1.2	·	-1.2	1.1
Cc1cc2ncc(S(C)(=O)=O)c(N)n2n1	11	-6	-2	0.0	0	-1.9	1	-1.7	-2.4
CC(C)c1onc(C(=O)Nc2cccnc2Cl)c1[N+](=O)[O-]	-5	-9	-7	0.0	-6	0.2	-1	-0.8	2.4
CC(C)C(=O)N1CCC1(C)C(=O)Nc1cccc(Oc2ccccc2)c1 (configuration not stated)	2	13	6	-0.1	0	·	-10	-3.1	-2.0
Cc1ccc(CN2CCN(Cc3ccc(C)s3)CC2CCO)cc1 (configuration not stated)	5	-2	3	0.0	0	-0.1	1	-3.7	0.9
CCO[C@H]1OC(C(N)=O)=C[C@@H](c2ccc(Br)cc2)[C@@H]1CCCO	-7	3	-7	-0.1	10	0.4	3	-2.1	-1.5
CCOC(=O)c1c(NC(=O)COC(=O)/C=C/c2ccccc2)sc(C(=O)NC)c1C	-4	1	-8	0.5	-1	0.1	-1	-1.4	1.9
COc1cccc(C(C)(O)c2nc(-c3cccc4cccnc34)cs2)c1 (configuration not stated)	-1	-4	-11	0.4	5	·	10	0.6	-0.1
CCOC(=O)c1cnn(-c2nc(SC)nc3sc4c(c23)CCCC4)c1N	10	26	0	0.6	-2	13	0	-4.5	·
COc1ccccc1N1CCN(CCc2n[nH]c(=S)n2-c2ccccc2)CC1	1	-2	-3	0.5	-3	1.7	-2	-2.9	·
COc1ccccc1NS(=O)(=O)c1cc(NC(=O)C2=NNC(=O)CC2)ccc1C	0	8	-1	-0.5	14	-0.4	-3	1.2	1.1
COc1ccc(S(=O)(=O)N2CCN(c3ccccc3)CC2)cc1	-11	15	5	-0.4	-2	8.1	5	0.3	0.4
Cc1occc1-c1nnc(SCC(=O)Nc2ccccc2)n1CCc1ccccc1	13	37	1	0.2	-13	1.4	-1	-2.7	·
CCN(CC)c1ccc(C=C2C(=O)OC(c3ccccc3)OC2=O)cc1 (configuration not stated)	-2	2	1	1.2	4	0.1	2	-4.0	0.4
CCCCCCc1nc2ccccc2c(=O)n1NC(=O)c1c(O)c2c(n(CC(C)C)c1=O)CCCC2	2	-3	-4	-0.1	-29	2.8	-4	1.1	·
CC(=O)Nc1cccc(/C(C)=N/N2C(C)CCCC2C)c1 (configuration not stated)	-9	-4	0	-4.2	0	-0.9	1	-1.2	-0.9
COc1ccc(CCN(C)C(=S)Nc2cccc(C)c2)cc1OC	14	-2	-3	9.2	31	-0.9	12	-2.4	0.6
COc1cc(C)ccc1NC(=O)c1ccc(S(=O)(=O)N2CCOCC2)cc1	4	20	6	1.6	8	-0.2	6	-0.9	·
Cn1c(CC(=O)Nc2ccccc2)nnc1SCC(=O)Nc1ccc(N2CCOCC2)cc1	4	-7	5	0.4	15	0.2	0	-1.6	1.6
COc1ccc(NC(=S)NCCc2ccccc2)c(C)c1	-7	10	0	3.9	14	-1.3	1	-1.1	1.3
O=C(COC(=O)c1cc(Br)ccc1O)NNC(=O)c1cccs1	12	2	4	-2.8	-9	-0.4	2	-1.0	-0.8
COc1ccc(-c2nc(-c3ccc(C(=O)O)cc3)no2)cc1	0	-6	2	-0.1	-3	-0.2	0	-2.9	8.9
CCOC(=O)c1oc2ccc(Br)cc2c1CSc1nnc(C)s1	-12	31	-7	0.6	-4	0.5	-5	0.1	·
CC(C)Cc1nc(SCC(=O)N2CCCC2)c2c(=O)n(C)c(=O)n(C)c2n1	14	1	1	0.9	-6	-0.7	0	-0.2	-0.5
